Screening results from PubChem.
Dyrk1A ADPGlo = rat Dyrk1A kinase inhibitors, primary screen, biochemical, single point, plate reader | Dual specificity tyrosine-phosphorylation-regulated kinase 1A (Rattus norvegicus), Q63470 | ADP-Glo luminescence, NFATc1 peptide | inhibition, % at 12.5 µM | 310,000 tested, 0.43% active | AID 504441, 2011; in the data active means inhibition above about 50%;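 further: plate controls were vehicle with enzyme for no effect and no enzyme for full effect; many of its hits are not listed in these tables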
hERG protect = hERG rescue from dofetilide block, primary screen, cell-based, CHO-hERG, FluxOR thallium flux, dofetilide IC70; Voltage-gated inwardly rectifying potassium channel KCNH2 (Homo sapiens), Q12809; dofetilide IC70 present; AID 1511, 2009; 310,000 tested, 0.51% active; activation (rescue from dofetilide block), less the hit threshold, % at 10 µM;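 active means activation above the mean of controls blocked by dofetilide plus 5 SD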;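 further: thallium influx through hERG after potassium depolarization seen as dye fluorescence rise; in these data hits start at about 4.7%; inactives centre near -7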
ANO1 block = TMEM16A chloride channel inhibitors, primary screen, cell-based, HTS. Anoctamin-1 (Mus musculus), Q8BHY3. HEK293 TMEM16A/YFP iodide influx fluorescence, ionomycin. normalized B-score (activity score, 25-100; higher = stronger inhibition) at 10 µM. 310,000 tested, 1.2% active;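 active means ratio plate-corrected score three or more library SD toward inhibition, starting fluorescence score within five deviations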;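 further: score derived from kinetic fluorescence span divided by baseline fluorescence per well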
KCNK3 inh = human KCNK3 channel inhibitors, primary screen, CHO cells, FluxOR thallium flux, B-score; FluxOR fluorescence; stronger effect = lower value; AID 602410, 2012; Potassium channel subfamily K member 3 (Homo sapiens), O14649; 340,000 tested, 0.84% active; B-score at 10 µM;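 active means B-score under library mean minus 4 SD, starting fluorescence ratio at most library mean plus 5 SD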;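 further: more negative B-score means stronger inhibition of thallium flux through KCNK3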
Target sequence (O14649 whole entry, looked up): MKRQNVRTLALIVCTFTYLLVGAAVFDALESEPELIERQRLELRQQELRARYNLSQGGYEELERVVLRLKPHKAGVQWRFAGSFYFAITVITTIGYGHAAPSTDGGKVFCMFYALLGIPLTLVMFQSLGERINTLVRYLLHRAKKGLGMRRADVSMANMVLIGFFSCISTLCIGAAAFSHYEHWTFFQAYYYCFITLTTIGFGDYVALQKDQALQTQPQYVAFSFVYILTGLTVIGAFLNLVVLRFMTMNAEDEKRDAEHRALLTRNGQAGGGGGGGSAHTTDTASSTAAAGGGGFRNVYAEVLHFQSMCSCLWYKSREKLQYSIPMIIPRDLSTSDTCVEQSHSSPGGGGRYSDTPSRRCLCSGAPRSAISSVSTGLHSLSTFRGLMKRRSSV
KCNK9 inh = KCNK9 potassium channel inhibitors, primary screen, HEK293 cells, thallium flux; AID 488922, 2010; FluxOR thallium flux fluorescence; stronger effect = lower value; 310,000 tested, 1.2% active; B-score at 10 µM; Potassium channel subfamily K member 9 (Homo sapiens), Q9NPC2;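 active means ratio B-score over 3 SD below the library mean, with starting fluorescence within 5 SD of its mean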;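 further: negative B-score means less thallium flux so channel inhibition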
Target sequence (Q9NPC2 whole entry, looked up): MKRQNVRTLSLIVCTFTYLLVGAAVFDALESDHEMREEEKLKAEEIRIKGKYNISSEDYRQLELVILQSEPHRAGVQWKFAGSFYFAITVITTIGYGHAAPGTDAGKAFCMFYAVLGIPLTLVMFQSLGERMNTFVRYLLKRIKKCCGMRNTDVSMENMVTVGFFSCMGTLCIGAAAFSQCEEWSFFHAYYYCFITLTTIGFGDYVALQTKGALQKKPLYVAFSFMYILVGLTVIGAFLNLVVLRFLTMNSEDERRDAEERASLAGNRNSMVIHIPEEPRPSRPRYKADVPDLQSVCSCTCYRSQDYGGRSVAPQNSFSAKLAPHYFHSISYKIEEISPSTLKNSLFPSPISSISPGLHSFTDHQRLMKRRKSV
TMEM16A act = TMEM16A chloride channel activators or potentiators, primary screen, cell-based, HTS; Anoctamin-1 (Mus musculus), Q8BHY3; HEK293 TMEM16A/YFP-H148Q/I152L, iodide quench fluorescence; stronger effect = lower value; B-score at 10 µM; 340,000 tested, 0.3% active; AID 623877, 2012;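 active means fluorescence-ratio B-score plate-corrected deviation score at least 3 library SD below zero, with starting fluorescence score within 5 deviations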;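 further: channel opened by trigger with iodide after compound preincubation; score built on the fluorescence ratio of max minus min over baseline; more negative score means more quench and so TMEM16A activation or potentiation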
HDAC3 inh = HDAC3 deacetylase inhibitors, primary screen, biochemical, fluorescence, cell-free homogeneous | Histone deacetylase 3 (Homo sapiens), O15379 | 320,000 tested, 0.15% active | recombinant HDAC3, fluorogenic peptide/trypsin coupled | inhibition, % at 8.3 µM; in the data active means inhibition above about 26%, passing the limit was not always enough
KCNQ1 inh = inhibitors of human KCNQ1 channel, primary screen, cell-based, thallium flux, high-throughput. Potassium voltage-gated channel subfamily KQT member 1 (Homo sapiens), P51787. CHO-K1 KCNQ1, FluxOR thallium flux fluorescence; stronger effect = higher value. B-score at 10 µM. 310,000 tested, 1.3% active. AID 2642, 2010;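 active means compounds whose thallium flux B-score, printed positive for inhibition, exceeds three library SD while starting fluorescence stays within three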;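 further: channel opened by potassium depolarization with thallium stimulus after 20 min compound exposure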
KCNQ1 pot = potentiators or activators of KCNQ1 channel, primary screen, cell-based, thallium flux, high-throughput | Potassium voltage-gated channel subfamily KQT member 1 (Homo sapiens), P51787 | CHO-K1 KCNQ1, thallium flux FluxOR fluorescence; stronger effect = higher value | B-score at 10 µM | 310,000 tested, 0.35% active | AID 2648, 2010;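 active means fluorescence ratio B-score, a plate-corrected score, at least three library SD, with initial intensity B-score within 5 SD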
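assay system = KCNQ1-transfected CHO-K1 cells | medium = assay buffer with matched DMSO | probe or stimulus = depolarizing K+/Tl+ stimulus, K2SO4 and Tl2SO4 each 12.5 mM in 5x stock | dosing = single dose | incubation = dye 90 min, compound 20 min, room temperature | detection = kinetic FluxOR fluorescence, 10 s baseline plus 110 s post-stimulus | evaluation = ratio B score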
TRPC4 agonist = activators of mouse TRPC4 channel, primary screen, Fluo4 calcium, HEK293 TRPC4beta/mu-opioid cells; B-score at 10 µM; Fluo4 calcium fluorescence; stronger effect = higher value; AID 2237, 2010; 310,000 tested, 0.49% active;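 active means B-score above 5 SD of library B-scores, and initial fluorescence ratio not above library mean plus 5 SD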;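 further: positive B-score marks a calcium rise read as TRPC4 activation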
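Assay system: HEK293 stable line with TRPC4beta plus mu-opioid receptor; schedule: 45 min room-temperature Fluo4 loading, 110 s read; technique: kinetic Fluo4 calcium fluorescence; evaluation: integrated baseline-normalised fluorescence ratio, converted to per-well B score; controls: buffer (low) and maximal DAMGO (high)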
TRPC4 potent = positive allosteric modulators of TRPC4, primary screen, cell-based, mouse TRPC4beta, HEK293 mu-opioid, Fluo-4 calcium | B-score at 10 µM | Short transient receptor potential channel 4 (Mus musculus), Q9QUQ5 | AID 2227, 2009 | 310,000 tested, 0.42% active | DAMGO EC20, Fluo-4 Ca2+ flux; stronger effect = higher value;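 active means B-score of calcium response area above 5 SD of library B-scores, with initial fluorescence ratio within 5 SD of library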;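 further: B-score of integrated fluorescence ratio over time as area under calcium response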
Numbers without * were called inactive; i = inactive; . = no result given. Only part of the results is shown (hit frequency here may not be typical).

SMILES | Dyrk1A ADPGlo | hERG protect | ANO1 block | KCNK3 inh | KCNK9 inh | TMEM16A act | HDAC3 inh | KCNQ1 inh | KCNQ1 pot | TRPC4 agonist | TRPC4 potent
COc1cccc(N2C(=O)C3C(C2=O)C2C=CC3C23CC3)c1 (stereo not given) | 6 | -1 | i | i | i | i | -2 | i | i | i | i
O=C(NCCC1=CCCCC1)c1cc(-c2ccncc2)nc2ccccc12 | -1 | -10 | i | i | i | i | 3 | i | i | i | i
O=C(O)C1C2C=CC3(CN(Cc4ccco4)C(=O)C13)O2 (stereo not given) | -10 | -9 | i | i | i | i | 2 | i | i | i | i
COc1ccc(CCNC(=O)CSc2ccccn2)cc1 | -1 | . | i | i | . | i | 12 | . | . | . | .
COC(=O)CN1C(=O)C(O)(CC(=O)c2ccc(Br)cc2)c2ccccc21 (stereo not given) | 7 | -2 | i | i | i | i | -1 | i | i | i | i
CCSc1nc(-c2ccccc2)c(-c2ccccc2)n1CC(O)CO (stereo not given) | 4 | -11 | i | i | i | i | 0 | i | i | i | i
O=C(CC(Nc1ccc(F)cc1)c1ccccc1)c1ccccc1 (stereo not given) | 6 | -9 | i | i | -11* | i | 4 | i | i | i | i
C/C(=N\Nc1ncc(Cl)cc1Cl)c1ccc(N2CCOCC2)cc1 | -4 | -7 | i | i | i | i | 0 | i | i | i | i
Cc1ccc(S(=O)(=O)N2CCC(C(=O)N3CCc4ccccc43)CC2)cc1 | -1 | -11 | i | i | i | i | 2 | i | i | i | i
COc1ccccc1CNC(=O)C1CCN(S(=O)(=O)c2cccc3nonc23)CC1 | -5 | -4 | i | i | i | i | 0 | i | i | i | i
Cc1ccccc1CN1CCN(S(=O)(=O)c2ccc(F)cc2)CC1 | 2 | -11 | i | i | i | i | 0 | i | i | i | i
COc1cc(CNCc2ccco2)cc(OC)c1O | 6 | -7 | i | i | i | i | -5 | i | i | i | i
CN1/C(=C\C(=S)NC(=O)c2ccccc2Cl)C(C)(C)c2ccccc21 | 1 | -6 | i | i | i | i | 5 | i | i | i | i
Cc1ccc(C(=O)NN(C)c2nc3ccccc3nc2C(F)(F)F)cc1 | 7 | -6 | i | i | i | i | 2 | i | i | i | i
CN(C)c1ccc(CNc2ncnc3sccc23)cc1 | 9 | -8 | i | i | i | i | 8 | i | i | i | i
O=C(CN(C(=O)Cn1nnc(-c2ccc(F)cc2)n1)c1cccc(F)c1)NC1CCCC1 | 3 | -9 | i | i | i | i | -4 | i | i | i | i
Nc1nonc1-c1nc2ccccc2n1CC(=O)N1CCCCC1 | -12 | -5 | i | i | i | i | -5 | i | i | i | i
COc1ccc(N2CCN(C(=O)c3ccc(OCc4c(C)noc4C)c(OC)c3)CC2)cc1 | -4 | -6 | i | i | i | i | 2 | i | i | i | i
COc1ccccc1OCc1nnc(SCC(N)=O)n1-c1ccccc1 | 5 | -1 | i | i | i | i | -2 | i | i | i | i
Cc1ccc(CN(CC(=O)NCCc2ccccc2)C(=O)c2csnn2)cc1 | -1 | -6 | i | i | i | i | 1 | i | i | i | i
COc1ccccc1NC(=O)CSc1nnc(COc2ccc(Cl)cc2)o1 | -2 | -7 | i | i | i | i | 7 | i | i | i | i
CC(=O)Nc1cccc(NC(=O)C2CCCN2C(=O)Nc2ccc(Cl)cc2)c1 (stereo not given) | -1 | -7 | i | i | i | i | 2 | i | i | i | i
CC(C)CN(C(=O)COC(=O)c1cncc(Br)c1)c1c(N)n(Cc2ccccc2)c(=O)[nH]c1=O | 1 | -14 | i | i | i | i | -1 | i | i | i | i
COc1cccc(-c2csc(N3CCN(CC(=O)NNC(=O)c4ccc(Br)cc4)CC3)n2)c1 | 6 | 4 | i | i | i | i | 4 | i | i | i | i
CCn1nc(NS(=O)(=O)c2ccc([N+](=O)[O-])cc2)c2cc3ccccc3nc21 | -5 | -8 | i | i | i | i | 7 | i | i | i | i
O=C1c2ccccc2C(=O)N1CCn1ccnc1 | -3 | -10 | i | i | i | i | -5 | i | i | i | i
Cc1ccccc1C(=O)c1c[nH]c(C(=O)NCc2cccs2)c1 | 8 | -9 | i | i | i | i | 4 | i | i | i | i
CN1CCN(c2cnn(-c3ccccc3)c(=O)c2Br)CC1 | -6 | -6 | i | i | i | i | 9 | i | i | i | i
COc1ccc(-c2c[nH]c(=O)[nH]c2=O)cc1OC | -2 | -5 | i | i | i | i | 0 | i | i | i | i
Cc1nn(CCC(=O)NNC(=S)Nc2ccc(Cl)cc2)c(C)c1[N+](=O)[O-] | 2 | -9 | i | i | i | i | 0 | i | i | i | i
COc1ccc(C(=O)Nc2ccccc2NC(=O)c2ccc(OC)cc2)cc1 | 7 | -7 | i | i | i | i | 3 | i | i | i | i
CCN(CC)c1ccc2c(Nc3ccccc3)c(C=O)c(=O)oc2c1 | 3 | -21 | i | i | i | i | -4 | i | i | i | i
OC(COc1ccc(CNCCc2ccccc2F)cc1)CN1CCCCC1 (stereo not given) | 5 | -4 | i | i | i | i | -1 | i | i | i | i
COc1ccc(CN2CCN(Cc3ccco3)CC2)c(OC)c1 | 0 | -3 | i | i | i | i | 23 | i | i | i | i
CC1CCN(C(=O)CSCC(=O)Nc2nc(-c3cccs3)cs2)CC1 | -1 | -11 | 100* | i | i | i | 2 | i | i | i | i
CCOC(=O)c1cc2c(=O)n3ccccc3nc2n(C(C)C)c1=NC(=O)c1ccncc1 | -4 | -16 | i | i | i | i | -38 | i | i | i | i
COc1ccccc1/C=C/C1(C(=O)NC2CCCC2)CC(=O)N1c1ccc(C)cc1 (stereo not given) | -4 | -21 | i | i | -9.8* | i | 5 | i | i | i | i
Cc1ccc(-c2noc(CCC(=O)Nc3ccc(C)cn3)n2)cc1 | 0 | -10 | i | i | i | i | -6 | i | i | i | i
Cc1cc(C)c2cc(C(=O)N3CCc4ccccc4C3)[nH]c2c1 | -2 | -1 | i | i | i | i | 12 | i | i | i | i
COCc1cc(SC2CCCCC2)nc(C)n1 | 3 | -23 | i | i | i | i | 7 | i | i | i | i
COc1cc(C(=O)NCc2nnc(SCC(=O)Nc3ccc4c(c3)OCO4)o2)cc(OC)c1OC | 2 | -7 | i | i | i | i | . | i | i | i | i
Cc1ccc(S(=O)(=O)Nc2cc(C(=O)NCCN(C)C)ccc2N2CCCCC2)cc1 | -2 | . | i | i | . | i | 0 | . | . | . | .
O=C(Nc1cccc(Cl)c1)N(CCN1CCOCC1)Cc1cccc(Cl)c1 | -7 | -17 | i | -11* | -12* | i | -2 | 6* | i | i | i
Cc1ccc(CNC(=O)CCn2c(=O)oc3ccccc32)cc1 | -3 | -4 | i | i | i | i | 0 | i | i | i | i
CC1Cc2ccccc2N1C(=O)c1cnc2n(c1=O)CCS2 (stereo not given) | 5 | -10 | i | i | i | i | 1 | i | i | i | i
CCCCCC1CCC(c2ccc(C(N)=O)cc2)CC1 (stereo not given) | -1 | -9 | i | i | i | i | 1 | i | i | i | i
Cc1ccc[n+](CC(=O)c2ccc(Cl)cc2)c1 | 3 | -12 | i | i | i | i | -1 | i | i | i | i
CCOC(=O)CNc1nc(Cl)nc(Nc2ccc(OC)cc2OC)n1 | . | -10 | i | i | i | i | 4 | i | i | i | i
O=C1C=C(Nc2cccc3cccnc23)c2ccccc2C1=O | . | 4 | i | i | i | i | 5 | i | i | i | i
COC(=O)C(NC(C)=O)(Nc1cccc(C)n1)C(F)(F)F (stereo not given) | -1 | -5 | i | i | i | i | 10 | i | i | i | i

(further entries)
SMILES | Dyrk1A ADPGlo | hERG protect | ANO1 block | KCNK3 inh | KCNK9 inh | TMEM16A act | HDAC3 inh | KCNQ1 inh | KCNQ1 pot | TRPC4 agonist | TRPC4 potent
O=C(Nc1ccnn1C1CCN(C2CCC2)CC1)c1cccc(F)c1 | 3 | -3 | i | i | i | i | 2 | i | i | i | i
O=S(=O)(c1ccc(Cl)cc1)N(Cc1ccccn1)Cc1ccccn1 | -1 | -2 | i | i | i | i | -5 | i | i | i | i
COCC(=O)Nc1ccc(C(C)C)cc1 | -1 | -8 | i | i | i | i | 0 | i | i | i | i
COc1cc(CC2C(=O)Nc3ccccc32)cc(C)c1O (stereo not given) | 4 | -2 | i | i | i | i | -6 | i | i | i | i
O=C(c1ccccc1)c1ccc2nc(-c3ccc(NC(=O)c4ccccc4Br)cc3)[nH]c2c1 | 7 | -11 | i | i | i | i | 3 | i | i | i | i
O=C(CCSc1nc2ccccc2o1)N1CCOCC1 | -1 | -9 | i | i | i | i | -10 | i | i | i | i
O=C(/C=C/c1ccco1)Nc1ccc2c(c1)OCO2 | 10 | -8 | i | i | i | i | 11 | i | i | i | i
COc1cc(CN(C(=S)NCC(=O)NC2CCCC2)C2CCCC2)cc(OC)c1OC | 6 | -6 | i | i | i | i | -1 | i | i | i | i
NC1=NC[C@H](Cc2ccccc2)N1CCc1cccc(F)c1 | 9 | -11 | i | i | i | i | 7 | i | i | i | i
CC(C)CC(=O)N1CCN(S(=O)(=O)c2ccc3ccccc3c2)CC1 | 1 | -12 | i | i | i | i | 3 | i | i | i | i
COCCOC(=O)C1=C(C)NC2=C(C(=O)CC(C)(C)C2)C1c1ccc(N(C)C)cc1 (stereo not given) | -7 | -7 | i | i | i | i | 2 | i | i | i | i
OC(CN1CCN(c2ccccc2)CC1)Cn1c2ccccc2c2ccccc21 (stereo not given) | 6 | -6 | i | i | i | i | -6 | i | i | i | i
